Cardio protect: cardioprotection against H2O2-induced cell death, primary screen, uHTS, H9c2 cells, ATPLite luminescence | H9c2 cardiomyocytes, H2O2 injury protection, 2 h | protection from H2O2 cell death, % at 20 µM | hit rate 0.63% among 360,000 | AID 588492, 2011;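 active = compounds giving at least 50% protection of heart cells from peroxide-induced death in the single-dose screen, raw or plate-pattern-corrected value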;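 also: 0% = DMSO wells with peroxide and 100% = DMSO wells without peroxide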
ABHD5-PLIN5 inh: ABHD5-PLIN5 interaction inhibitors, primary screen, cell lysate, split luciferase complementation, luminescence. Perilipin-5 (Homo sapiens) + 1-acylglycerol-3-phosphate O-acyltransferase ABHD5 (Homo …. Split G. princeps luciferase complementation, 4 h. inhibition, % at 4 µM. hit rate 0.78% among 360,000. AID 602281, 2012;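 active = inhibition above the mean inhibition across every tested compound plus 3 SD, cut at about 22% in these data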;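 also: 0% = DMSO only wells and the 100% control is not disclosed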
Target sequence (Q00G26 whole entry, looked up): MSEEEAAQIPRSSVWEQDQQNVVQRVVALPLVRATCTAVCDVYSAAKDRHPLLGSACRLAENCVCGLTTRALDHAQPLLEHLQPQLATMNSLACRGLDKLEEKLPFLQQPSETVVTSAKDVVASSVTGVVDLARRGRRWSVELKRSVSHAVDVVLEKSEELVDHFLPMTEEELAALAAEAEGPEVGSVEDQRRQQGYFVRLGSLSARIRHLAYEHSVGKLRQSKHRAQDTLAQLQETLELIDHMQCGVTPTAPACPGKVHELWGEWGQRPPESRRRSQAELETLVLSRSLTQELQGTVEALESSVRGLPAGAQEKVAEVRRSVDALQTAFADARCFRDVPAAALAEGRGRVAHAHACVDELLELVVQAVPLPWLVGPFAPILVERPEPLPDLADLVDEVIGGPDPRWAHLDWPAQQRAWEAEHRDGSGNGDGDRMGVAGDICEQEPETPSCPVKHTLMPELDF
Target sequence (Q8WTS1 whole entry, looked up): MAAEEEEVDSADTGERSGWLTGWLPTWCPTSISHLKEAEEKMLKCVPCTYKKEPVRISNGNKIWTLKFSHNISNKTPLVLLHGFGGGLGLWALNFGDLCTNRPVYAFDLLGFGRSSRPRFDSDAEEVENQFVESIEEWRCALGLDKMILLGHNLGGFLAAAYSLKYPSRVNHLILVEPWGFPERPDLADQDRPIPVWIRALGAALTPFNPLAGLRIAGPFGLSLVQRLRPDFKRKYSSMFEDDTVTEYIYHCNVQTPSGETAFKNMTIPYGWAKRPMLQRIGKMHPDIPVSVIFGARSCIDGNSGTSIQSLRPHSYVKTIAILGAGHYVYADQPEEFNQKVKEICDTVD
MC4R antagonist: MC4R antagonists of cAMP signaling, primary screen, cell-based, TR-FRET, antagonist arm of biased-ligand search. Melanocortin receptor 4 (Homo sapiens), P32245. MC4R-expressing cells, MTII-stimulated cAMP, LANCE TR-FRET. inhibition, % at 6.5 µM. hit rate 0.48% among 360,000. AID 540295, 2011;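 active = inhibition above its plate's cutoff, the mean of tested wells on that plate plus 3 SD, cut at about 29% in these data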;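 also: 0% = Melanotan II alone and 100% = Melanotan II plus saturating MCL0020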
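System: U2OS cells stably expressing human melanocortin 4 receptor (MC4R). Reagent: Melanotan II challenge after compound preincubation. Doses: 6.5 µM. Times: 30-min compound, 1-h challenge, 1-h detection, room temperature. Measured by: TR-FRET with Eu-cAMP and labeled anti-cAMP, 671 nm. Replicates: singlicate.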
HTR2A ag: mouse Htr2a agonists via beta-arrestin recruitment, primary screen, cell-based, luminescence. CHO-K1 mHTR2A beta-arrestin complementation; percent of 30 µM serotonin response. activation, % at 7.6 µM. hit rate 0.66% among 360,000;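 active = activation above a run cutoff, the mean activation of all tested compounds plus 3 SD, cut at about 14% in these data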;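 also: 0% = plate median of compound wells and 100% = 30 µM serotonin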
ABCB6 inh 2: ABCB6 transporter inhibitors, primary screen, K562-ABCB6 cells, flow cytometry, MLPCN library | ATP-binding cassette sub-family B member 6 (Homo sapiens), Q9NP58 | K562-ABCB6 porphyrin accumulation, 1 h; stronger effect = lower value | fluorescence ratio to DMSO, % at 10 µM | hit rate 0.19% among 360,000 | AID 602162, 2011;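 active = fluorescence ratio to DMSO below 75%, the collection mean minus 3 SD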;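 also: signal is porphyrin accumulated inside mitochondria; 100% equals median channel fluorescence of DMSO control wells; lower ratio means ABCB6 inhibition with less porphyrin fluorescence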
iPSC survival up: enhancers of single-cell hiPSC survival, primary screen, ATPlite luminescence; 100% = ROCK inhibitor wells, 0% = DMSO; AID 602274, 2012; survival enhancement, % at 20 µM; hit rate 0.044% among 360,000; in the data active = survival enhancement above about 18%;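 also: cells exposed to compounds for 16 hours before the ATP read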
aDG glyco up: activators of alpha-DG glycosylation, primary screen, uHTS, Pro5-aDG cells, AlphaScreen | alpha-DG glycosylation AlphaScreen (IIH6); 0% Pro5, 100% B10-LARGE cell signal | activation, % at 10 µM | hit rate 0.22% among 360,000 | AID 624168, 2012;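 active = activation of at least 8% versus controls, or a plate z-score of at least 8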;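 also: Pro5 are CHO cells carrying HIG-tagged alpha-DG that lacks glycosylation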
MC4R ag barr: MC4R agonists recruiting beta-arrestin, primary screen, cell-based, luminescence, agonist arm of biased-ligand search; Melanocortin receptor 4 (Homo sapiens), P32245; U2OS MC4R beta-arrestin complementation; percent of melanotan II response, DMSO zero; activation, % at 8.9 µM; hit rate 0.98% among 360,000;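 active = activation above a per-plate cutoff, the mean activation of sample wells on that plate plus 3 SD, cut at about 8% in these data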
Exocytosis inh: LAMP-1 surface exposure blockers, TALL-104 cells – cell-based, flow cytometry, MLPCN library, primary screen; hit rate 0.66% among 360,000; TALL-104 LAMP-1 surface exposure; cells stimulated with thapsigargin and PMA; AID 651702, 2012; inhibition, % at 10 µM;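 active = inhibition above about 55%, limit read from the data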
Glyco luc inh: increase of ERlucT glycosylation luciferase signal, primary screen, N-linked glycosylation inhibitor project, D54 ERlucT cells, luminescence, set 2. hit rate 0.23% among 360,000. D54 ERlucT glycosylation luciferase reporter, 24 h; percent of 100 nM tunicamycin response. reporter increase, % at 12.5 µM;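 active = mean luciferase reporter signal, scaled so untreated is 0 and the glycosylation-blocking control 100, at or above a set limit in every replicate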;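 also: luciferase carries N-glycosylation sites so blocking glycosylation raises the light; 0% = median of neutral control wells and 100% = median of 100 nM tunicamycin wells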
Active calls of the source: *. No enrichment for hits. Share with any hit: about 4.5%.

What do the screens show for `O=C1NN(c2ccccc2)C(=O)/C1=C\c1ccccc1OCC(=O)N1CCOCC1`?
Cardio protect: 0.3; ABHD5-PLIN5 inh: -0.3; MC4R antagonist: 13.2; HTR2A ag: 0.2; ABCB6 inh 2: 102.0; iPSC survival up: 0.4; aDG glyco up: 0.1; MC4R ag barr: -1.1; Exocytosis inh: -4.6; Glyco luc inh: 1.4

Results for Cc1ccc(NC2=C(Cl)C(=O)N(C3CCCCC3)C2=O)cc1 ?
Cardio protect: -1.9; ABHD5-PLIN5 inh: -2.9; MC4R antagonist: 6.8; HTR2A ag: 1.1; ABCB6 inh 2: 107.0; iPSC survival up: 0.0; aDG glyco up: 0.5; MC4R ag barr: 2.2; Exocytosis inh: -0.8; Glyco luc inh: -1.4

What do the screens show for `COc1ccc(N2C(=O)CC(N3CCN(C4CCc5ccccc5C4)CC3)C2=O)cc1` (stereo unspecified)?
Cardio protect: 0.4; ABHD5-PLIN5 inh: 1.0; MC4R antagonist: 4.1; HTR2A ag: 0.9; ABCB6 inh 2: 91.0; iPSC survival up: 1.4; aDG glyco up: 0.1; MC4R ag barr: 1.0; Exocytosis inh: -1.2; Glyco luc inh: 5.6

Results for CC(C)/C(C=O)=C(/NC1CCCCC1)c1ccccc1 ?
Cardio protect: -4.0; ABHD5-PLIN5 inh: 3.8; MC4R antagonist: 5.1; HTR2A ag: 3.8; ABCB6 inh 2: 94.0; iPSC survival up: -0.4; aDG glyco up: 0.0; MC4R ag barr: 1.3; Exocytosis inh: 1.2; Glyco luc inh: -4.5

How did Cc1cccc(N(C(=O)c2sc(C)nc2C)C(C(=O)NCC2CCCO2)c2ccccc2)c1 (stereo unspecified) do in these assays?
Cardio protect: 0.5; ABHD5-PLIN5 inh: 4.9; MC4R antagonist: 9.2; HTR2A ag: -3.4; ABCB6 inh 2: 99.0; iPSC survival up: 0.7; aDG glyco up: 0.1; MC4R ag barr: -0.8; Exocytosis inh: -10.6; Glyco luc inh: 1.0

What do the screens show for `O=C(COC(=O)c1c(F)cccc1Cl)NC1CCCC1`?
Cardio protect: -3.1; ABHD5-PLIN5 inh: -2.6; MC4R antagonist: -1.9; HTR2A ag: -2.9; ABCB6 inh 2: 96.0; iPSC survival up: -0.7; aDG glyco up: 0.1; MC4R ag barr: 1.1; Exocytosis inh: -10.0; Glyco luc inh: 0.1

Results for CCOc1cc(N2CCOCC2)c(OCC)cc1NC(=O)c1c(C)noc1C ?
Cardio protect: -5.9; ABHD5-PLIN5 inh: -7.5; MC4R antagonist: 3.9; HTR2A ag: -12.6; ABCB6 inh 2: 105.0; iPSC survival up: 1.6; aDG glyco up: -0.1; MC4R ag barr: 2.5; Exocytosis inh: -2.2; Glyco luc inh: 6.3

Results for Cc1ccc(/C=N/N=C/c2ccc(C)s2)s1 ?
Cardio protect: -11.8; ABHD5-PLIN5 inh: -10.5; MC4R antagonist: 0.3; HTR2A ag: 0.1; ABCB6 inh 2: 81.0; iPSC survival up: -2.2; aDG glyco up: 0.3; MC4R ag barr: 0.2; Exocytosis inh: -2.5; Glyco luc inh: -9.8

What do the screens show for `c1ccc(Oc2nc(NCc3ccco3)nc(NCc3ccco3)n2)cc1`?
Cardio protect: -3.6; ABHD5-PLIN5 inh: 14.1; MC4R antagonist: 6.7; HTR2A ag: -3.6; ABCB6 inh 2: 100.0; iPSC survival up: 1.2; aDG glyco up: 2.0; MC4R ag barr: 1.0; Exocytosis inh: 4.0; Glyco luc inh: -2.5

What do the screens show for `CC(C)COc1ccc(-c2nnc(-c3ccncc3)o2)cc1`?
Cardio protect: -15.9; ABHD5-PLIN5 inh: 6.2; MC4R antagonist: -5.3; HTR2A ag: 3.5; ABCB6 inh 2: 94.0; iPSC survival up: -1.9; aDG glyco up: 1.7; MC4R ag barr: 0.3; Exocytosis inh: 1.3; Glyco luc inh: -6.8

Results for Cc1cc(C(=O)COC(=O)Cn2c(C(F)(F)F)nc3ccccc32)c(C)n1Cc1ccco1 ?
Cardio protect: -10.1; ABHD5-PLIN5 inh: -4.6; MC4R antagonist: 4.2; HTR2A ag: -8.7; ABCB6 inh 2: 95.0; iPSC survival up: 5.1; aDG glyco up: 0.5; MC4R ag barr: 0.5; Exocytosis inh: 1.9; Glyco luc inh: 0.4

Results for CCN(CC)C(=O)C12CC3CC(CC(Cl)(C3)C1)C2 ?
Cardio protect: -2.0; ABHD5-PLIN5 inh: 1.0; MC4R antagonist: 7.3; HTR2A ag: -2.7; ABCB6 inh 2: 96.0; iPSC survival up: -1.2; aDG glyco up: 0.0; MC4R ag barr: -1.1; Exocytosis inh: 1.3; Glyco luc inh: 0.6

Results for Cc1ccc(OCC(=O)NNC(=O)C2CCN(c3nc(C)cc(C)n3)CC2)cc1 ?
Cardio protect: 1.2; ABHD5-PLIN5 inh: -3.1; MC4R antagonist: 28.6*; HTR2A ag: 6.4; ABCB6 inh 2: 96.0; iPSC survival up: 2.7; aDG glyco up: -0.3; MC4R ag barr: 1.2; Exocytosis inh: 4.1; Glyco luc inh: -0.3

Results for CC(C)(C)NC(=O)/C=C/c1ccc(C(F)(F)F)cc1 ?
Cardio protect: 1.1; ABHD5-PLIN5 inh: -6.5; MC4R antagonist: -0.6; HTR2A ag: -4.5; ABCB6 inh 2: 101.0; iPSC survival up: -1.2; aDG glyco up: 0.1; MC4R ag barr: -2.8; Exocytosis inh: -0.1; Glyco luc inh: 0.6

What do the screens show for `CCN(c1ccccc1)S(=O)(=O)c1ccc(C(=O)Nc2nccs2)cc1`?
Cardio protect: -0.2; ABHD5-PLIN5 inh: 2.8; MC4R antagonist: 6.5; HTR2A ag: 7.2; ABCB6 inh 2: 97.0; iPSC survival up: -1.9; aDG glyco up: -0.5; MC4R ag barr: 8.9*; Exocytosis inh: 21.7; Glyco luc inh: -1.0

How did CCN=C1S/C(=C/c2ccc(-c3ccc(Cl)cc3C(=O)O)o2)C(=O)N1CC do in these assays?
Cardio protect: 6.2; ABHD5-PLIN5 inh: 9.4; MC4R antagonist: 3.6; HTR2A ag: -2.1; ABCB6 inh 2: 71.0*; iPSC survival up: -0.3; aDG glyco up: -0.1; MC4R ag barr: -3.1; Exocytosis inh: -6.7; Glyco luc inh: 0.5

How did CCOC(=O)c1c(N)sc(C(=O)N2CCCCC2)c1C do in these assays?
Cardio protect: -2.4; ABHD5-PLIN5 inh: -1.5; MC4R antagonist: 7.9; HTR2A ag: -2.2; ABCB6 inh 2: 103.0; iPSC survival up: -0.1; aDG glyco up: -0.1; MC4R ag barr: -1.8; Exocytosis inh: -1.3; Glyco luc inh: 0.3

How did CCOc1cc(C(=O)OCC(=O)N(C)c2ccccc2)cc(OCC)c1OCC do in these assays?
Cardio protect: 2.0; ABHD5-PLIN5 inh: -2.7; MC4R antagonist: -2.0; HTR2A ag: -0.9; ABCB6 inh 2: 93.0; iPSC survival up: -0.1; aDG glyco up: 0.1; MC4R ag barr: -0.3; Exocytosis inh: 3.6; Glyco luc inh: -0.5

Results for Cc1nn(CC(=O)N/N=C/c2cccs2)c(C)c1[N+](=O)[O-] ?
Cardio protect: 2.8; ABHD5-PLIN5 inh: 0.0; MC4R antagonist: 1.2; HTR2A ag: 0.3; ABCB6 inh 2: 95.0; iPSC survival up: -0.3; aDG glyco up: -0.1; MC4R ag barr: 0.2; Exocytosis inh: -4.6; Glyco luc inh: 2.7

Results for C[C@@H]1CN([C@@H](C)CO)C(=O)c2cc(N(C)C)ccc2O[C@@H]1CN(C)Cc1ccncc1 ?
Cardio protect: 5.7; ABHD5-PLIN5 inh: -8.4; MC4R antagonist: 6.8; HTR2A ag: 5.2; ABCB6 inh 2: 100.0; iPSC survival up: 12.1; aDG glyco up: 0.0; MC4R ag barr: 0.2; Exocytosis inh: -2.5; Glyco luc inh: 1.7

What do the screens show for `COc1ccc([N+](=O)[O-])cc1N(CC(O)CN1CCCCC1)S(=O)(=O)c1ccc(C)cc1` (stereo unspecified)?
Cardio protect: -2.8; ABHD5-PLIN5 inh: 8.9; MC4R antagonist: -4.2; HTR2A ag: -7.1; ABCB6 inh 2: 83.0; iPSC survival up: -1.3; aDG glyco up: 0.1; MC4R ag barr: 1.8; Exocytosis inh: 10.3; Glyco luc inh: -0.5

How did COc1cc(/C=N/Nc2nc(C)cc(=O)[nH]2)cc(OC)c1O do in these assays?
Cardio protect: -6.2; ABHD5-PLIN5 inh: -2.7; MC4R antagonist: -9.9; HTR2A ag: -6.6; ABCB6 inh 2: 98.0; iPSC survival up: -0.4; aDG glyco up: -0.1; MC4R ag barr: -1.5; Exocytosis inh: -10.8; Glyco luc inh: 0.4

Results for O=C(CNC(=O)Cc1ccccc1)NCC(=O)N1CCN(C(c2ccccc2)c2ccccc2)CC1 ?
Cardio protect: 1.9; ABHD5-PLIN5 inh: -0.7; MC4R antagonist: 10.8; HTR2A ag: -0.6; ABCB6 inh 2: 96.0; iPSC survival up: 0.9; aDG glyco up: -0.1; MC4R ag barr: -1.2; Exocytosis inh: 1.1; Glyco luc inh: -0.2

Results for COCCNCC(=O)NC12CC3CC(CC(C3)C1)C2 ?
Cardio protect: -8.7; ABHD5-PLIN5 inh: 0.7; MC4R antagonist: 4.3; HTR2A ag: 0.8; ABCB6 inh 2: 93.0; iPSC survival up: -1.5; aDG glyco up: -0.2; MC4R ag barr: 0.2; Exocytosis inh: -1.4; Glyco luc inh: 0.9

Results for O=C1CN(C(=O)c2ccccc2[N+](=O)[O-])C(c2ccccc2)c2cc(Br)ccc2N1 (stereo unspecified) ?
Cardio protect: 7.9; ABHD5-PLIN5 inh: 3.4; MC4R antagonist: 14.5; HTR2A ag: 3.0; ABCB6 inh 2: 95.0; iPSC survival up: 0.2; aDG glyco up: 0.2; MC4R ag barr: -0.1; Exocytosis inh: 1.4; Glyco luc inh: -3.2

Looked up by structure from the entries so far:
How did CCOc1cc(C(=O)OCC(=O)N(C)c2ccccc2)cc(OCC)c1OCC do in these assays?
Cardio protect: 2.0; ABHD5-PLIN5 inh: -2.7; MC4R antagonist: -2.0; HTR2A ag: -0.9; ABCB6 inh 2: 93.0; iPSC survival up: -0.1; aDG glyco up: 0.1; MC4R ag barr: -0.3; Exocytosis inh: 3.6; Glyco luc inh: -0.5

Results for Cc1nn(CC(=O)N/N=C/c2cccs2)c(C)c1[N+](=O)[O-] ?
Cardio protect: 2.8; ABHD5-PLIN5 inh: 0.0; MC4R antagonist: 1.2; HTR2A ag: 0.3; ABCB6 inh 2: 95.0; iPSC survival up: -0.3; aDG glyco up: -0.1; MC4R ag barr: 0.2; Exocytosis inh: -4.6; Glyco luc inh: 2.7

Screens as filed in PubChem BioAssay.
